GALK inhibitor: blocks human galactokinase activity. Potency, µM (doses to about 57.5 µM), for the others: at the highest dose activity change, negative = inhibition, usual class: inhibitors. hit rate 0.007% among 270,000. Purified GALK, Kinase-Glo residual ATP luminescence; further: potency means the concentration at half of the fitted maximal effect; on the % scale 0 is the no-effect control and ±100 the full control effect
Target sequence (P51570 whole entry, looked up): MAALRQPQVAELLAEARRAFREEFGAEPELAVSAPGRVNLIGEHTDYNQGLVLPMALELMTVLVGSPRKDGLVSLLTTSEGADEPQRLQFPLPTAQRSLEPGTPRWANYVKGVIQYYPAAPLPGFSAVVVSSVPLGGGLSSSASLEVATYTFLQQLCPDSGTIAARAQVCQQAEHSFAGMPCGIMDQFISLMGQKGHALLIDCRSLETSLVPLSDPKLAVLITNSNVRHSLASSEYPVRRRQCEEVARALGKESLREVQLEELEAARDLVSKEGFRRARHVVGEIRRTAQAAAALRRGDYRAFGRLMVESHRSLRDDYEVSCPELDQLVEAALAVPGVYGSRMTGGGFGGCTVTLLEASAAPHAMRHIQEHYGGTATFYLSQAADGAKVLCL
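Galactose (100 uM) and ATP (35 uM) were turned over by 5 nM GALK for 1 h at RT. Kinase-Glo Plus then converted the remaining ATP into a luminescent signal.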
a7 integrin act: activates integrin-mediated alleviation for muscular dystrophy; alpha7betagal myoblasts, beta-gal FDG fluorescence, 48 h; Potency, µM (top dose mostly 38.3 µM), for inactives: at the highest dose activation, most hits filed as activators; hit rate 0.064% among 350,000; AID 624291;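 further: potency means the concentration at half of the fitted maximal effect; 100% = response of the positive control SU9516; nearly all actives have a fitted effect of over 60% in size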
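alpha7betagal+/- myoblasts (passage 13, 250/well) treated 48 h at 37C with compounds at 1:260 dilution of DMSO stock. Lysed, then beta-galactosidase activity read as FDG fluorescence (ex 480/em 540) after 30 min, with pre-read for autofluorescence.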
Chronic BCR inh: inhibitors of chronic active B-cell receptor signaling. ABC-DLBCL IkBa-CBG/CBR reporter, luminescence ratio, 4 h. Potency, µM (highest dose often 46.1 µM), without a hit: at the top dose ratio change, negative = lower green/red ratio, most hits filed as inhibitors. hit rate 0.05% among 340,000. AID 493014; active means well fitted inhibition curve with a large enough effect in the signal ratio, with a control signal flat, not every such curve was filed as active; inconclusive means small, poorly fitted or top-dose-only effect, or effect the other way, or a change in a side signal; the % refers to the signal ratio;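 further: potency means the concentration at half of the fitted maximal effect; plate controls were basal doxycycline-induced cells for no effect and cells given 10 µM MG132 for full effect; MG132 reads +100%, hits lower the ratio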
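Doxycycline induced both beetle luciferases in TMD8 lymphoma cells; IKK-driven degradation limits the IkappaBalpha-fused green signal, while red luminescence normalises for cell number and nonspecific effects. Compounds tested up to 46 uM, 4 hrs.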
Menin MLL FP TR: displaces Texas Red mutant MLL peptide from human menin; Potency, µM (series often up to 61.6 µM), for the others: at the top dose FP activity change, negative = inhibition, hits mostly inhibitors; O00255; AID 1768; Menin + Texas Red MLL mutant peptide, fluorescence polarization; hit rate 0.23% among 270,000; active means well fitted inhibition curve with a large enough effect in the polarisation, with a control signal flat, not every such curve was filed as active; inconclusive means small, poorly fitted or top-dose-only effect, or effect the other way, or a change in a side signal; inactive means no such curve, though single readings can be large or run the other way; the % refers to the polarisation; further: potency means the concentration at half of the fitted maximal effect; % of control where 0% means no effect; many of its hits are not listed in these tables
B2AR arrestin: beta2AR (human) beta-arrestin recruitment activity. hit rate 0.02% among 330,000. P07550. beta-arrestin recruitment to beta2AR, cell-based reporter. AID 492947. Potency, µM (titrated, usually from 46.1 µM), inactives show at the highest dose activation, hits mostly activators;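 further: potency means the concentration at half of the fitted maximal effect; 0% = DMSO controls and full agonism = EC100 isoproterenol or metaproterenol; nearly all actives have a fitted effect of over 65% in size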
FBPA coupling cs: inhibits coupling enzyme system, counter-screen for aldolase hits; coupling enzyme system counterscreen, AmpLite Red fluorescence; AID 2472; hit rate 0.67% among 290,000; activity change, negative = inhibition, % at 58.2 µM, hits read low; in the data active means activity change below about -30%; further: on the % scale 0 is the no-effect control and ±100 the full control effect
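Counterscreen of the coupled detection system alone, without aldolase: glyceraldehyde-3-phosphate coupling enzymes plus AmpLite Red readout. Compounds at 57.5 uM final, 10 min RT preincubation, 20 min RT reaction, fluorescence 525/598 nm.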
Giardia killer: kills Giardia lamblia. AID 540267. hit rate 0.15% among 340,000. activity change, % at 7.66 µM, hits read low. Giardia lamblia trophozoite viability; in the data active means activity change below about -80%; inconclusive means between about -30% and that limit;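 further: parasites exposed to compound for two days anaerobically before the ATP read; on the % scale 0 is the no-effect control and ±100 the full control effect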
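Each well holds 100 Giardia trophozoites and compound. After two days (48 hrs) at 37 deg C in anaerobic conditions, ATP is quantified by luminescence.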
ASM inhibitor: inhibitors of human secretory acid sphingomyelinase; P17405; placental ASM, HMU-PC fluorogenic substrate, 60 min; Potency, µM (doses to about 57.5 µM), without a hit: at the highest dose activity change, negative = inhibition, actives largely listed as inhibitors; hit rate 0.006% among 340,000; further: potency means the concentration at half of the fitted maximal effect
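Fluorogenic HMU-PC substrate (9 uM final) is turned over by placental ASM in 60 min at 37 C after a 10 min compound preincubation. Reaction ended by alkaline stop (pH 10), with fluorescence read at 386/447 nm.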
Tb PFK inh: T. brucei PFK enzyme inhibition. O15648. T. brucei PFK, ADP-Glo luminescence. Potency, µM (top dose mostly 57.5 µM), for the others: at the highest dose activity, negative = inhibition, actives largely listed as inhibitors. hit rate 0.17% among 330,000. AID 485367;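 further: potency means the concentration at half of the fitted maximal effect; 0% = uninhibited 1x PFK enzyme wells and -100% = no-enzyme wells; nearly all actives have a fitted effect of over 60% in size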
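ADP-Glo luminescence quantified ADP after 45 min at room temperature, with 1.25 nM T. brucei PFK, 0.1 mM ATP and 0.5 mM fructose-6-phosphate in pH 8.0 TEA buffer. qHTS titrations up to 57 µM; curves classified by quality.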
TSG101-PTAP inh: blocks PTAP/TSG101 interaction to inhibit HIV-1 budding. Q99816. Fluorescence polarization, FITC-PTAP peptide / Tsg101 binding. Potency, µM (highest dose often 115 µM), inactives show at the highest dose activity change, negative = inhibition, most hits filed as inhibitors. 340,000 tested, under 10 active. AID 493005; active means well fitted inhibition curve with a large enough effect in the main read-out, with a control signal flat, not every such curve was filed as active; inconclusive means small, poorly fitted or top-dose-only effect, or effect the other way, or a change in a side signal; inactive means no such curve, though single readings can be large or run the other way; further: potency means the concentration at half of the fitted maximal effect; % of control where 0% means no effect
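Fluorescence polarization binding of Tsg101 binding domain (10 uM final) to FITC-labeled PTAP peptide (50 nM final) in HEPES pH 7.5 buffer with NaCl, Tween 20, EDTA, TCEP. Compounds added before peptide; binding 20 min at RT.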
PKM2 act: PKM2 (human) enzyme activation; P14618; purified PKM2, Kinase-Glo ATP luminescence, activation; response scale: 0% is enzyme alone, no compound; Potency, µM (top dose mostly 57.5 µM), inactives show top-dose activation, usual class: activators; hit rate 0.34% among 260,000; AID 1631; further: potency means the concentration at half of the fitted maximal effect; on the % scale 0 is the no-effect control and ±100 the full control effect; nearly all actives have a fitted effect of over 55% in size
Target sequence (P14618 whole entry, looked up): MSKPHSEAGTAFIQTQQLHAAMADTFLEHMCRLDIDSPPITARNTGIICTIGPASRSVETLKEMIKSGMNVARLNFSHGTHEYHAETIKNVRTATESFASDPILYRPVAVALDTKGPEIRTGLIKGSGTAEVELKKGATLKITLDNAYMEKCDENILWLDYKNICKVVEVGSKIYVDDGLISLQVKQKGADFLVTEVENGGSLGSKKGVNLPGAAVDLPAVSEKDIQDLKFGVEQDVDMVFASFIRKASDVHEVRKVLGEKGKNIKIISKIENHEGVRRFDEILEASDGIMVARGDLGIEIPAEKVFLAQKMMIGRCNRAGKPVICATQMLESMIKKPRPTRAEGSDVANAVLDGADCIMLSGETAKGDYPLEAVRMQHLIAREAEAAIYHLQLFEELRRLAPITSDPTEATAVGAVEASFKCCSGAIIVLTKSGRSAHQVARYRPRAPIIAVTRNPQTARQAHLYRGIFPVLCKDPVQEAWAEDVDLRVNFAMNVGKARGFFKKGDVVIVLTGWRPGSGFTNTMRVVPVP
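Purified hPK-M2 (>95% pure) converted ADP (0.1 mM final) to ATP with 0.5 mM PEP in 50 mM imidazole pH7.2, KCl, MgCl2, Tween 20, BSA; 1 h at room temperature. ATP detected by Kinase-Glo luminescence.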
An asterisk follows results filed as active; u = inconclusive; x = not tested or not shown; [ ] = remark or other dose. Unless noted, the call rests on the fitted dose curve; in most records, active means well fitted curve in the direction sought with a large enough effect; inconclusive means small, poorly fitted or top-dose-only effect, or another doubt; inactive means no such curve, though single readings can be large; an effect the other way counts as inactive or inconclusive.

SMILES	GALK inhibitor	a7 integrin act	Chronic BCR inh	Menin MLL FP TR	B2AR arrestin	FBPA coupling cs	Giardia killer	ASM inhibitor	Tb PFK inh	TSG101-PTAP inh	PKM2 act
COc1ccc(OC)c(C(=O)CSc2nnnn2C)c1	2%	0%	u	1%	0.5%	-2	3	1%	5%	-3%	-3%
O=C1c2ccsc2SCCN1Cc1cccc(F)c1	-3%	-26%	0%	-29%	-0.4%	-2	-7	0%	3%	0%	x
CCCN(C(=O)COC(=O)c1[nH]c(C)c(C(=O)OC)c1C)c1c(N)n(Cc2ccccc2)c(=O)[nH]c1=O	x	15%	4%	x	-0.2%	x	-21	10%	10%	-5%	x
CCn1cc(CNC(=O)CC2C(=O)NCCN2CC(c2ccccc2)c2ccccc2)cn1 (centres undefined)	2%	-49%[inhibitor]	-11%	-7%	-0.1%	-9	-12	1%	1%	-4%	2%
CCCCn1c(SCC(=O)Nc2cc(C)on2)nc2ccsc2c1=O	-7%	-7%[7.66 µM]	10%	-13%	-0.2%	0	4	-3%	-5%	2%	-1%
CCCSc1nc(N)c(C#N)c(-c2ccc(C)cc2)c1C#N	-3%	0%	23%	26%	-0.2%	2	-1	-5%	0%	-3%	-2%
CCN1C(=O)[C@H]2[C@@H](c3ccc(-c4ccc(OC)cc4)cc3)N3CCC[C@@]3(C(=O)OC)[C@H]2C1=O	x	18%	4%	x	-0.7%	x	-8	-9%	-2%	1%	x
O=C(NCCN1CCOCC1)c1ccc(F)cc1	1%	2%	-1%	x	-0.6%	2	26	3%	1%	0%	-6%
CC12CC(NC(=O)N1c1cccc(C(=O)NCc3ccc4c(c3)OCO4)c1)c1cc(Cl)ccc1O2 (centres undefined)	1%	7%	-7%	-2%	0.5%	14	5	-6%	-7%	-3%	0%
Cc1nn(C)cc1/C=N/NC(=O)c1sc2ccccc2c1Cl	-11%	-21%	-5%	0%	-0.9%	-2	-20	-4%	17%	-1%	-13%
Cn1c(SCC(=O)N2CCN(Cc3ccccc3)CC2)nnc1-c1ccncc1	-1%	22%	u	2%	-0.4%	0	12	3%	-7%	-11%	-4%
CN1CCN(CCCCOc2cccc3ccccc23)CC1	0%	-64%[inhibitor]	-5%	u	-1.0%	1	6	1%	-1%	1%	x
COc1ccc(S(=O)(=O)N2CCC3(CC2)OCCO3)cc1	2%	-11%	1%	0%	-0.2%	9	4	-4%	3%	-1%	13%
CCOC(=O)c1ccc(Nc2nnc(C)c3ccccc23)cc1	-2%	u	u	x	0.4%	-1	-21	23%	0%	3%	-4%
COc1cc(-c2noc(CCCC(=O)NC3CCCCC3)n2)cc(OC)c1OC	-5%	-14%	u	x	0.0%	0	-5	3%	-2%	-10%	-5%
Cc1ccc2nc(C)c(C(=O)NN=C3CCN(C)CC3)n2c1	3%	13%	-20%	-6%	0.3%	0	16	1%	4%	-5%	2%
CCC1=[N+](CC(=O)c2ccc(C)cc2)CCn2cccc21	-3%	u	5%	u	0.3%	0	-11	-2%	-1%	-1%	11%
COc1ccc(CN(C)C(=O)c2ccc(NS(=O)(=O)c3ccc4[nH]c(=O)[nH]c4c3)cc2)c(OC)c1OC	x	7%	u	x	-0.8%	x	-14	-4%	4%	-6%	x
Cc1noc(NS(=O)(=O)c2ccc(NC(=O)C34CC5CC(C3)CC(n3cnc(Br)n3)(C5)C4)cc2)c1C	-1%	3%	u	15%	-0.2%	11	-1	3%	-2%	0%	1%
CCCOc1ccc(/C(O)=C2/C(=O)C(=O)N(CCCn3ccnc3)C2c2ccco2)cc1 (centres undefined)	5%	-16%	5%	-1%	0.1%	5	-13	0%	1%	-9%	-2%
C=CC(COCc1ccccc1)N([C@@H](Cc1ccccc1)C(=O)OC)S(=O)(=O)c1ccccc1Br (some centres undefined)	x	3%	-1%	x	0.4%	x	7	-4%	-1%	-6%	x
CCN(CC)S(=O)(=O)c1ccc(N/N=C/c2cccnc2)nc1	2%	-32%	-1%	x	0.1%	1	34[activator]	3%	-3%	-2%	-8%
Oc1ccc(/C=N/n2c(C3CCCCC3)n[nH]c2=S)c(O)c1	1%	0%	u	23%	-0.9%	4	44[activator]	19%	24%	-8%	x
O=C(Nc1ccncc1)c1ccc(Cl)c([N+](=O)[O-])c1	2%	-56%[inhibitor]	-2%	21%	-0.1%	5	3	-1%	27µM*	-4%	x
CC1CCCCN1C(=O)CNCC1CCCO1 (centres undefined)	-1%	-5%	-24%	1%	0.1%	1	12	3%	4%	0%	-4%
CCn1cnc2sc(C(=O)Nc3ccc4c(c3)OCO4)c(C)c2c1=O	0%	-15%	-5%	11%	-0.3%	-1	-9	-8%	-5%	-3%	-9%
CC(=O)c1ccc(NC(=O)c2cc(CC(C)C)on2)cc1	-2%	13%	-3%	10%	-0.3%	-1	-3	-3%	0%	-6%	-20%
CCS(=O)(=O)c1nc(S(=O)(=O)c2ccc(C)cc2)c(N2CCCC(C)C2)s1 (centres undefined)	-2%	-6%	2%	x	-0.3%	x	27	-4%	1%	-2%	x
C=CCNC(=O)CN1C2CCCC1CC(NC(=O)c1ccccc1C)C2 (centres undefined)	1%	-12%	3%	6%	-0.2%	1	2	3%	1%	-7%	1%
O=C(O)c1cc(-c2ccc(Cl)cc2)n(-c2ccc(Cl)cc2)n1	-1%	-16%	5%	3%	-0.1%	-1	-4	3%	-1%	-1%	-2%
Cc1cccc(-n2ncc3c(NCc4ccccc4)ncnc32)c1	0%	-12%	17%	u	-0.9%	0	-22	-3%	0%	-1%	8%
CC(=O)c1cccc(NS(=O)(=O)c2c(C)noc2C)c1	x	3%	7%	13%	0.0%	3	11	2%	3%	0%	4%
COc1ccc(S(=O)(=O)N2CCOCC2)cc1C(C)C	1%	-3%	0%	-3%	0.2%	3	10	-2%	0%	-5%	-4%
Cn1ccnc1SCC(=O)Nc1ccc2c(c1)OCO2	1%	-1%	-18%	1%	-1.0%	1	-7	1%	0%	0%	7%
COc1cc(S(=O)(=O)N2CCN(c3ccc(F)cc3)CC2)ccc1Cl	1%	-11%	-1%	3%	-0.2%	2	-8	-5%	2%	1%	0%
Nn1cnnc1SCC(=O)N(C1CCCCC1)C1CCCCC1	-1%	3%	1%	-12%	-0.8%	1	7	-1%	2%	0%	2%
O=C(Nc1nccs1)Oc1ccccc1	4%	-6%	0%	2%	-0.7%	1	-8	-1%	-4%	-4%	-1%
CC(C)Sc1nnc(NC(=O)CCc2ccccc2)s1	1%	11%	u	-9%	-0.5%	1	12	-2%	1%	0%	-5%
CC(NC(=O)C1CCCC1)C1CC2CCC1C2 (centres undefined)	-4%	11%	4%	-1%	-1.9%	3	-9	-1%	0%	2%	-4%
COc1ccc(NC(=O)CS(=O)CC(=O)NC2CCCc3ccccc32)cc1 (centres undefined)	-1%	16%	-1%	7%	-3.6%	3	-12	-3%	0%	-2%	0%
COc1ccc(NC(=O)c2nnn(CC(=O)Nc3ccc4c(c3)OCO4)c2N)cc1OC	10%	-2%	-1%	u	0.1%	1	27	-2%	4%	-2%	x
COc1ccc(NC(=O)NC23CC4(C)CC(C)(CC(C)(C4)C2)C3)cc1OC	-1%	-17%	0%	-6%	0.4%	3	-11	-7%	0%	-4%	4%
O=C(N/N=C/c1cc2c(c([N+](=O)[O-])c1)OCO2)c1ccncc1	2%	2%	-4%	1%	-0.9%	-9	-5	-3%	-2%	2%	-2%
Cc1cc(C)c(NC(=O)CSc2nc(=O)n(CCN3CCOCC3)c3c2CCC3)c(C)c1	x	-5%	-5%	x	-0.2%	x	-13	5%	-3%	-2%	x
CC(C)(C)OCC(NC(=O)C(CC(N)=O)NC(=O)OC(C)(C)C)C(=O)OC(C)(C)C (centres undefined)	0%	6%	0%	-22%	-0.2%	0	-2	-1%	-4%	-5%	2%
O=C(COc1coc(CN2CCN(c3ccccc3)CC2)cc1=O)NC1CCCC1	x	-11%	4%	x	-1.1%	x	5	0%	4%	-1%	x
CCc1[nH]nc2c1C(c1ccc(C)o1)C(C#N)=C(N)O2 (centres undefined)	0%	1%	14%	13%	0.0%	2	-5	-1%	1%	-2%	2%
CCOc1ccc(NC(=O)Nc2ccccc2SC)cc1	5%	-2%	u	31%[activator]	-0.7%	-4	0	5%	-9%	-2%	-27%

Screening data: PubChem BioAssay, National Center for Advancing Translational Sciences (NCATS)

An excerpt; count on the stated rates, not on these rows.
